Assay outcomes as filed in PubChem BioAssay.
APJ antag: antagonists of human APJ apelin receptor; P35414; AID 2521; actives 0.32% (n = 330,000); inhibition, % at 20 µM; CHO-K1 APJ beta-arrestin complementation, luminescence;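 active = inhibition above about 40% at 20 µM, limit read from the data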;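 also: cells challenged with 10 nM apelin-13 agonist together with compound; plate controls were apelin-13 plus DMSO wells for no effect and DMSO wells lacking apelin-13 for full effect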
Target sequence (P35414 whole entry, looked up): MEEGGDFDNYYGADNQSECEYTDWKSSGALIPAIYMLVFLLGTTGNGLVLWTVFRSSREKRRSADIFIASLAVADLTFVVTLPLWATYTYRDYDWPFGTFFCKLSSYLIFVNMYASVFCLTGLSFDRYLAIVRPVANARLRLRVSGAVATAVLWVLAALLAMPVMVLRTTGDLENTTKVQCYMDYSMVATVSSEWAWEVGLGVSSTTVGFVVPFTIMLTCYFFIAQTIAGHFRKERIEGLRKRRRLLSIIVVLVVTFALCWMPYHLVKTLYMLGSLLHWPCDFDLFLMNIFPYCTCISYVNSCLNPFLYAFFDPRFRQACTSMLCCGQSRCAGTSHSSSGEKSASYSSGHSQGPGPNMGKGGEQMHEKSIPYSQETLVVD
Mdm2 MdmX PPI: disrupts the human Mdm2-MdmX interaction; O15151+Q00987; SaOS-2 split-luciferase Mdm2/MdmX complementation, luminescence; inhibition, % at 8 µM; actives 3% (n = 330,000); AID 485346;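 active = inhibition of at least 50% at 8 µM in the primary screen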
APJ agonist: activates the human apelin receptor APJ; P35414; CHO-K1 APJ PathHunter beta-arrestin, luminescence; 0% DMSO wells, 100% apelin; activation, % at 20 µM; actives 0.11% (n = 330,000); AID 2520;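 active = activation more than six SD over the plate average, tested at 20 µM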;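 also: 0% = DMSO alone and 100% = apelin-13 at 10 nM; some results filed as inactive read as strong as hits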
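Incubation: overnight seeding, 90 min compound at 25 °C, 1 h detection; test system: PathHunter CHO-K1 APJ (AGTRL-1) beta-arrestin reporter cells; amount: 1000 cells/well; doses: one dose, 20 µM compound, 1% DMSO; measured by: beta-gal luminescence; measure: agonist-driven arrestin binding to APJ; benchmarks: negative DMSO alone, positive Apelin-13 at 10 nM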
tim23-1 inh: growth inhibitors of tim23-1 mutant yeast. S. cerevisiae tim23-1 growth, BacTiter-Glo luminescence, 24 h. inhibition, % at 20 µM. actives 1.3% (n = 330,000). AID 463212;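 active = growth inhibition of the mutant yeast at or above 50%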;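 also: temperature-sensitive mutant grown at 25 °C; plate controls were DMSO-treated mutant yeast for no effect and medium wells lacking yeast for full effect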
tim10-1 inh: inhibits growth of tim10-1 mutant yeast; S. cerevisiae tim10-1 ts strain growth, BacTiter-Glo, 24 h; inhibition, % at 20 µM; actives 2.2% (n = 330,000); AID 463190;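 active = inhibition of at least 40%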;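 also: mutant grown at 25 °C; 0% = DMSO wells with yeast and 100% = wells holding no yeast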
TIM10 inh: growth inhibitors of TIM10 yeast strain; S. cerevisiae TIM10 strain growth, BacTiter-Glo luminescence, 24 h; inhibition, % at 10 µM; actives 1.4% (n = 330,000); AID 463195;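 active = inhibition of 40% or more at the single tested concentration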;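 also: wild-type TIM10 isogenic control strain grown at permissive 25 °C; 0% = DMSO yeast wells and 100% = minimal medium wells without yeast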
UPR XBP1 act: activators of adaptive arm of unfolded protein response (XBP1); CHO-XBP1 luciferase reporter, IRE1-XBP1 UPR activation, luminescence; percent of tunicamycin response, DMSO as zero; activation, % at 20 µM; actives 0.33% (n = 330,000); AID 463104;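 active = versus positive control, 20 µM dose yields 30% or more activation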;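 also: 100% = tunicamycin at 10 µg/mL and 0% = DMSO only wells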
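incubation = overnight seeding at 37 °C, 6 h compound treatment at 37 °C | assay system = CHO-XBP1 cells stably carrying IRE1-XBP1-driven luciferase reporter | input = 1000 cells per well | detection = luciferase luminescence | dosing = single point, 20 µM final compound, 1% DMSO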
CXCR6 inh: inhibitors of human CXCR6 receptor | O00574 | CHO-K1 PathHunter CXCR6 beta-arrestin, luminescence | inhibition, % at 20 µM | actives 0.36% (n = 360,000); in the data active = inhibition above about 34%, passing the limit was not always enough;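 also: antagonist mode with CXCL16 agonist at 10 nM final; 0% = 10 nM CXCL16 with DMSO and 100% = unstimulated wells without agonist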
Target sequence (O00574 whole entry, looked up): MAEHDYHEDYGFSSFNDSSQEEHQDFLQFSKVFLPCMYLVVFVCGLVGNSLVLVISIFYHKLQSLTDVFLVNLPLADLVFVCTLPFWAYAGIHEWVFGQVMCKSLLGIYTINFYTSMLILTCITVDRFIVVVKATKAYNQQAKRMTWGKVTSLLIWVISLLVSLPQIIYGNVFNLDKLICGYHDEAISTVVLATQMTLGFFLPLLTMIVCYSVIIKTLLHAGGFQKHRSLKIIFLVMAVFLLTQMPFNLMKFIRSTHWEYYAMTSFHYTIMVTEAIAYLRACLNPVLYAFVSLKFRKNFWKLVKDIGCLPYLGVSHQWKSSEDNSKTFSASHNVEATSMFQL
CHOP UPR activ: apoptotic UPR (CHOP) activation; CHO-CHOP luciferase reporter, luminescence; percent of tunicamycin response over DMSO baseline; activation, % at 10 µM; actives 0.34% (n = 330,000); AID 449763;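 active = at 10 µM dose, activation of 40% or more, normalized to positive control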;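 also: 100% = tunicamycin at 10 µg/mL and 0% = DMSO alone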
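System: CHO-CHOP luciferase reporter cell line | Buffer or medium: F12 medium containing 10% fetal bovine serum | Doses: One dose, 10 µM in 0.5% DMSO | Times: 6 h compound exposure at 37 °C after overnight seeding | Signal: Luciferase luminescence | Read-out: % activation vs tunicamycin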
Starred values were filed as active, the others as inactive; . = not tested or not shown. A portion of the library, so the mix of outcomes need not match the whole.

SMILES	APJ antag	Mdm2 MdmX PPI	APJ agonist	tim23-1 inh	tim10-1 inh	TIM10 inh	UPR XBP1 act	CXCR6 inh	CHOP UPR activ
O=C1C2C3C=CC(O3)C2C(=O)N1CC(O)c1ccccc1 (configuration not stated)	15	-9	-1	2	8	-8	-4	6	0.4
CCN1/C(=C/C=C/c2oc3ccc(-c4ccccc4)cc3[n+]2CC)Oc2ccc(-c3ccccc3)cc21	11	97*	-1	-54	61*	63*	-8	22	-10
COc1ccccc1C1=CC(=O)CC(C)(C)C1=O	-6	14	1	19	13	6	-3	2	0.6
Cc1c(NC(=O)C(C)N2C(=O)C3C4C=CC(C4)C3C2=O)c(=O)n(-c2ccccc2)n1C (configuration not stated)	-60	2	2	-3	-3	1	2	1	0.9
CCN1/C(=C(\O)c2ccccc2)C(=O)c2ccccc2S1(=O)=O	3	-5	-1	7	12	10	3	5	1.0
COc1ccccc1C(=O)Nc1ccnn1C1CCN(Cc2ccc3nonc3c2)CC1	7	8	-1	13	11	11	-5	-14	0.7
COC(=O)C1=C(C)N(CC(C)C)C(=O)/C1=C\c1cccs1	16	-5	-3	26	22	-18	4	20	-2.7
CN=C(Nc1ccc(C(=O)OC)s1)c1ccc(Cl)cc1	0	12	-3	12	-1	24	0	10	0.8
CC1=C(C#N)CCC(=O)N1Cc1c(C)cc(C)cc1C	16	-7	-5	23	16	11	-4	-3	0.4
CCn1c(CN2CCN(c3cccc(C)c3C)CC2)n[nH]c1=S	29	-40	-5	30	32	35	-2	5	-0.9
CC(C)CN(C(=O)C(C)N1C(=O)c2ccccc2C1=O)c1c(N)n(Cc2ccccc2)c(=O)[nH]c1=O (configuration not stated)	-5	-20	-5	11	7	16	0	2	0.7
CC(=O)N1CCN(c2ccc(NC(=O)c3ccc([N+](=O)[O-])cc3Cl)cc2)CC1	-2	11	3	4	-3	-8	-5	-14	0.8
CCc1ccc(C(C)NC(=O)c2ccc3c(c2)OCO3)cc1 (configuration not stated)	-1	17	3	-2	2	-5	-5	-7	-0.2
C1=C(C(c2nnnn2C2CCCCC2)N2CCCCC2)COc2ccccc21 (configuration not stated)	23	15	-6	24	28	21	3	6	1.4
CCOc1ccc(CCNC(=O)COc2cc(=O)n(C)c3ccccc23)cc1OCC	14	30	0	-2	8	-2	-2	1	0.0
C/C(CC(=O)NC(C)(C)C)=N\NC(=O)c1ccccc1N	12	17	-4	-5	8	6	6	4	-0.1
O=C(CN(Cc1ccc(Cl)cc1)C(=O)c1csnn1)NCc1ccc(F)cc1	11	3	1	15	5	-7	-5	0	1.1
CC(C)C(=O)NCCc1nc(-c2ccc(Cl)cc2)no1	5	-13	7	6	-7	-3	5	4	5.2
O=C(O)c1nn(Cc2csc(-c3ccccc3)n2)c(=O)c2ccccc12	12	-8	-2	-2	5	-5	17	-7	0.8
O=C(O)c1cccc(S(=O)(=O)Nc2cccc3ccccc23)c1	0	3	-1	-2	-35	4	-6	-2	-0.4
O=S(=O)(c1ccc(Cl)cc1)c1nc(-c2ccccc2F)oc1NCCN1CCOCC1	-3	-2	-1	21	23	-4	-2	2	-1.2
COc1cc(C2N3CC4(C)CN2CC(C)(C3)C4)ccc1O (configuration not stated)	15	-7	-5	-5	25	5	0	1	-1.7
CCOc1ccc(C(=O)N(c2ccccn2)C2CCCCC2)cc1	-3	4	1	32	28	1	-1	-4	-1.7
CN1CCN(c2ccc(NC(=O)c3ccc(Br)o3)cc2)CC1	11	-46	-2	8	-6	-5	-3	-14	2.2
Cc1cccc(-n2ccnc2SCC(=O)c2c(N)n(C3CC3)c(=O)[nH]c2=O)c1C	8	10	-3	-8	-18	0	-3	-4	0.7
CCOC(=O)c1cccc2c1-c1ccccc1/C2=N/O	-4	76*	-1	71*	13	33	10	3	-0.1
COc1ccc(N2C(=O)N3[C@H](c4ccc(Br)cc4)[C@@H]4C(=O)N(C(C)(C)C)C(=O)[C@@H]4[C@]3(Cc3ccccc3)C2=O)cc1	4	29	0	14	8	15	0	-1	-1.1
COc1ccc(S(=O)(=O)N(C)CC(=O)N2CCCC2)cc1	18	12	-2	9	7	-5	-5	-8	-0.8
COC(=O)C1C2C=CC3(CN(C(C)c4ccc(OC)cc4)C(=O)C13)O2 (configuration not stated)	-7	1	1	24	19	-13	-2	-9	-3.4
CC1(C)CC=C(NNC(=O)c2cccnc2)C(=O)C1	-2	-2	-4	0	-6	-20	3	-3	-1.0

Structural class: the entries above containing a Cl atom
SMILES	APJ antag	Mdm2 MdmX PPI	APJ agonist	tim23-1 inh	tim10-1 inh	TIM10 inh	UPR XBP1 act	CXCR6 inh	CHOP UPR activ
CN=C(Nc1ccc(C(=O)OC)s1)c1ccc(Cl)cc1	0	12	-3	12	-1	24	0	10	0.8
CC(=O)N1CCN(c2ccc(NC(=O)c3ccc([N+](=O)[O-])cc3Cl)cc2)CC1	-2	11	3	4	-3	-8	-5	-14	0.8
O=C(CN(Cc1ccc(Cl)cc1)C(=O)c1csnn1)NCc1ccc(F)cc1	11	3	1	15	5	-7	-5	0	1.1
CC(C)C(=O)NCCc1nc(-c2ccc(Cl)cc2)no1	5	-13	7	6	-7	-3	5	4	5.2
O=S(=O)(c1ccc(Cl)cc1)c1nc(-c2ccccc2F)oc1NCCN1CCOCC1	-3	-2	-1	21	23	-4	-2	2	-1.2

Next part:
SMILES	APJ antag	Mdm2 MdmX PPI	APJ agonist	tim23-1 inh	tim10-1 inh	TIM10 inh	UPR XBP1 act	CXCR6 inh	CHOP UPR activ
CCOC(=O)c1c(C)[nH]c(C)c1S(=O)(=O)N(C)CC(=O)NCc1cccc(C)c1	17	7	-1	-3	2	2	1	2	-1.2
O=C1N/C(=N\S(=O)(=O)Cc2ccccc2)S/C1=C/c1cc([N+](=O)[O-])ccc1O	41*	3	-4	5	6	12	-1	13	-1.0
COc1cccc(C(=S)N2CCCC2)c1OC	-7	14	-2	11	5	-1	-1	0	0.5
CCc1ccc(NC(=O)CCN2C(=O)c3cccnc3C2=O)cc1	7	9	0	6	11	4	1	2	-2.3
CC1CN(C(=O)CCC(=O)NCc2ccccc2Cl)c2ccccc2S1 (configuration not stated)	-45	10	-5	19	26	8	0	-3	0.8
CCCC(=O)Nc1ccc(Br)c(Cl)c1	-6	35	-1	3	-6	-35	-2	-4	1.8
Cc1cccc(C)c1NC(=O)CNc1ccccc1	-9	5	-2	18	6	11	3	7	0.6
CCOc1ccccc1NC(=O)Nc1ccc(Br)cn1	-6	-14	-3	-3	10	3	0	6	-0.9
COc1ccc2[nH]c(=O)c(C(c3nnnn3C3CCCC3)N3CCN(Cc4ccc5c(c4)OCO5)CC3)cc2c1 (configuration not stated)	14	26	-2	-3	9	5	-4	6	0.3
CC[C@]1(C(=O)OC)[C@H]2C(=O)N(C)C(=O)[C@H]2[C@H]2CN=C(SCc3ccc(C)cc3)N21	.	-10	.	35	19	-5	1	4	1.1

Single records (already shown). Order of values: APJ antag | Mdm2 MdmX PPI | APJ agonist | tim23-1 inh | tim10-1 inh | TIM10 inh | UPR XBP1 act | CXCR6 inh | CHOP UPR activ
CC[C@]1(C(=O)OC)[C@H]2C(=O)N(C)C(=O)[C@H]2[C@H]2CN=C(SCc3ccc(C)cc3)N21 is entered as . | -10 | . | 35 | 19 | -5 | 1 | 4 | 1.1
Cc1cccc(C)c1NC(=O)CNc1ccccc1 is entered as -9 | 5 | -2 | 18 | 6 | 11 | 3 | 7 | 0.6
CCc1ccc(NC(=O)CCN2C(=O)c3cccnc3C2=O)cc1 is entered as 7 | 9 | 0 | 6 | 11 | 4 | 1 | 2 | -2.3
CCOC(=O)c1c(C)[nH]c(C)c1S(=O)(=O)N(C)CC(=O)NCc1cccc(C)c1 is entered as 17 | 7 | -1 | -3 | 2 | 2 | 1 | 2 | -1.2
O=C1N/C(=N\S(=O)(=O)Cc2ccccc2)S/C1=C/c1cc([N+](=O)[O-])ccc1O is entered as 41* | 3 | -4 | 5 | 6 | 12 | -1 | 13 | -1.0

Remaining list, next part:
SMILES	APJ antag	Mdm2 MdmX PPI	APJ agonist	tim23-1 inh	tim10-1 inh	TIM10 inh	UPR XBP1 act	CXCR6 inh	CHOP UPR activ
OCCC1CN(C2CSCCSC2)CCN1Cc1ccccc1 (configuration not stated)	2	-5	0	8	11	8	1	-3	2.0
CC(C)c1ccc(/C=N/NC(=O)c2nnn(-c3nonc3N)c2CSC2=NCCS2)cc1	9	21	1	15	-6	7	1	15	4.1
CC(=O)c1c[nH]c2ccc(C)cc2c1=O	4	-25	0	-4	0	-16	-1	-11	-1.9
COCCCNC(=S)N1CCN(c2nc3ccccc3s2)CC1	5	6	-2	-8	-7	-17	-1	-9	0.8
CCOC(=O)c1cccc(COC(=O)c2cccc(-c3nnc(-c4ccccc4)o3)c2)c1	-15	4	.	-26	-5	-10	-5	-1	-3.0
CCOc1ccccc1NC(=O)CN(C)S(=O)(=O)c1ccc(OC)c(C)c1	2	21	2	34	31	12	1	8	-1.2
CCNC(=S)N1C2CCC1CC(NC(=O)Nc1ccc(C(=O)OCC)cc1)C2 (configuration not stated)	-15	1	-5	6	7	-14	0	-3	0.7
CCOC(=O)/C(C(N)=NC(C)C)=C(\O)c1ccccc1	0	11	-3	11	13	7	3	5	0.1
COc1ccccc1N1CCN(C(=O)Cc2c(C(=O)O)[nH]c3ccc(Cl)cc23)CC1	8	0	-3	1	3	25	-4	-4	0.3
CC1(C)N([O-])C2=C(c3ccccc3C2=O)[N+](=O)C1(C)C	-93	-10	8	4	-12	10	2	-16	1.0
COc1ccc(CNC(=O)c2cccc(NC(=O)CC3SC(N4CCCCC4)=NC3=O)c2)cc1 (configuration not stated)	1	10	-2	2	-11	7	-3	-10	-1.7
O=C(NCc1ccco1)C(=O)N1CCCC1	-22	9	-2	-1	-10	-14	0	-5	1.5
O=C(NCCc1ccccc1)C1CCN(S(=O)(=O)c2cccs2)CC1	20	0	-4	12	0	3	-1	2	-2.2
Cc1ccc2c(C)c(C(=O)Nc3c(C)n(C)n(-c4ccccc4)c3=O)oc2c1	31	16	-5	3	3	10	-1	7	-2.2
O=C(NCc1n[nH]c(=S)n1-c1ccc(Br)cc1)c1ccc(S(=O)(=O)N2CCCC2)cc1	-12	-27	-1	27	8	11	1	-1	0.7
COc1ccc(/C=N/OCC(=O)N=Nc2c(O)[nH]c3ccc(Br)cc23)cc1	10	19	-3	-5	18	6	-1	-6	0.2
C=CCN1C(c2ccccc2)=CS/C1=C(/C#N)c1nnc(N2CCOCC2)n1-c1ccccc1	14	-10	-1	23	28	33	1	5	2.7
